# SIAE primary = human SIAE inhibitors, primary screen, biochemical, fluorescence polarization, FP-Rh probe, 1536-well HTS; inhibition, % at 9.66 µM; 0.69% of 370,000 active; SIAE FP-Rh probe binding;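 active = inhibition above a cutoff: mean of compounds within the control limits plus 3 SD of those, cut at about 17% in these data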;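 also: 0% = plate median of compound wells and 100% = probe without SIAE protein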
# ARFGAP1 inhibitor = inhibitors of rat ARFGAP1 GAP activity, primary screen, biochemical, fluorescence polarization, GDP tracer; Arfgap1-stimulated ARF1 GTP hydrolysis, GDP FP detection; inhibition, % at 16.5 µM; 0.26% of 360,000 active; AID 651572, 2012;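 active = inhibition above a per-plate limit, mean inhibition of low control wells plus 3 SD, cut at about 25% in these data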;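 also: 0% = DMSO wells with enzyme and 100% = wells lacking Arfgap1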
# Target sequence (Q62848 1-136 limits assumed): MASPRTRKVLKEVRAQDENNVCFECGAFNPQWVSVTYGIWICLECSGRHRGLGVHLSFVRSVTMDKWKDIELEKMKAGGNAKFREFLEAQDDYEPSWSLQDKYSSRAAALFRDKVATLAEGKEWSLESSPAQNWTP
#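 Material – truncated rat Arfgap1 GAP domain · Buffer or medium – HEPES-based buffer, pH 7.5 · Reagent – human ARF1(Δ1-17)-GTP substrate · Dosing – 16.5 µM single point, 1.26% DMSO · Schedule – GTP hydrolysis reaction 2 h at 25 °C · Technique – GDP detection by fluorescence polarization · Benchmarks – No-Arfgap1 wells (100%) versus DMSO full-reaction wells (0%) · Repeats – single replicate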
# TDP2 inh = human TDP2 enzyme inhibitors, primary screen, biochemical, epi absorbance, recombinant enzyme; Tyrosyl-DNA phosphodiesterase 2 (Homo sapiens), O95551; AID 720702, 2013; inhibition, % at 12.8 µM; T5PNP hydrolysis, p-nitrophenol absorbance 415 nm; 0.34% of 370,000 active;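 active = inhibition above the mean of all tested compounds plus 3 SD, set per campaign, cut at about 25% in these data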;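 also: 0% = DMSO with enzyme and 100% = buffer with substrate but no TDP2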
#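 Assay system: recombinant human TDP2 / Reagent: T5PNP substrate at 5 mM, a TopII-DNA adduct mimic / Measured by: epi absorbance from released p-nitrophenol / Evaluation: % inhibition relative to enzyme-containing and enzyme-free wells / Control set: enzyme-free and DMSO wells / Replicates: each compound tested once, singlicate / Schedule: enzyme reaction with compound for 2 h at 37 °C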
# PLC-beta3 inh = human PLC-beta3 inhibitors, primary screen, biochemical, fluorescence; Purified PLC-beta3, fluorogenic substrate; inhibition, % at 12.2 µM; 0.18% of 370,000 active; in the data active = inhibition above about 11%;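 also: 0% = median of compound wells on plate and 100% = full blocker control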
# ADAM17 inh = ADAM17 inhibitors, primary screen, biochemical, QFRET. Disintegrin and metalloproteinase domain-containing protein 17 (Homo sapiens), P78536. recombinant ADAM17, EDANS/DABCYL FRET peptide cleavage. inhibition, % at 6.95 µM. 0.83% of 370,000 active. AID 720648, 2013;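 active = inhibition above the mean of compounds lying between control limits plus 3 SD, set per campaign, cut at about 8.5% in these data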;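 also: 0% = DMSO-only wells as the low control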
# ADAM10 inh = human ADAM10 inhibitors, primary screen, biochemical, QFRET, HTS | recombinant ADAM10, EDANS/DABCYL FRET peptide cleavage, 3 h | inhibition, % at 7 µM | 0.62% of 370,000 active | AID 720582, 2013;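 active = inhibition above a per-campaign cutoff equal to the mean of compounds falling between control-based bounds plus 3 SD, cut at about 20% in these data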;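 also: 0% = DMSO wells while the 100% control is not disclosed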
# Target sequence (O14672 214-748 limits assumed): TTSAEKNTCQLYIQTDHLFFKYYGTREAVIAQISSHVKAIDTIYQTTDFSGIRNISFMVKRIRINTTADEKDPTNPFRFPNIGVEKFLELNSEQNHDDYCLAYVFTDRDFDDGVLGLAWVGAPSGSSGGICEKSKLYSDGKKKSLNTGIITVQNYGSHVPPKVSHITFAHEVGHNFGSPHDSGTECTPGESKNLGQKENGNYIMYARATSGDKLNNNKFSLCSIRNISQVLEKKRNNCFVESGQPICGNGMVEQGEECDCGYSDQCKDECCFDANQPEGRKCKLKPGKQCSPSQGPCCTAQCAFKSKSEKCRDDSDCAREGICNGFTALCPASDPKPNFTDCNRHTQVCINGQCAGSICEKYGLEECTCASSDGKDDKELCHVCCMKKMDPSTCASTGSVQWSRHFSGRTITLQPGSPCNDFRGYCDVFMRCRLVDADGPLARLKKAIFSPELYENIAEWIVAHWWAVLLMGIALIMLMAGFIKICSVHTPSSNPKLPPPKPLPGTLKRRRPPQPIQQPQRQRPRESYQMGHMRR
# Tn7 DDE FP = inhibitors of Tn7 peptide binding to fibrin DD(E), primary screen, biochemical, fluorescence polarization, human fibrin, Tn7 probe | Fibrinogen beta chain (Homo sapiens), P02675 | inhibition, % at 8.3 µM | FP displacement of FITC-Tn7 peptide from fibrin DD(E); 0% = median of compound wells per plate | 0.13% of 370,000 active;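 active = inhibition above the mean of compounds falling within the control limits plus 3 SD of them, cut at about 14% in these data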;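 also: 0% = plate median of compound wells and 100% = 10 µM Aha-Tn7 peptide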
#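 Test system – human fibrin DD(E) · Times – 10 min preincubation, 3 h with tracer, room temperature · Detection – fluorescence polarization of the labelled Tn7 tracer · Measure – percent inhibition normalized to high-control wells · Benchmarks – high control wells with 10 µM unlabelled Aha-Tn7 peptide (full inhibition) · Repeats – singlicate testing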
# Tn6 DDE FP = inhibitors of Tn6 peptide binding to fibrin DD(E), primary screen, biochemical, fluorescence polarization, human fibrin, Tn6 probe | Fibrinogen beta chain (Homo sapiens), P02675 | Fibrin DD(E) TRITC-Tn6 fluorescence polarization displacement | inhibition, % at 8.3 µM | 0.21% of 370,000 active;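 active = inhibition above a per-campaign cutoff: mean of compounds within control limits plus 3 SD, cut at about 15% in these data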;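 also: 0% = median of all compound wells on the plate and 100% = blocking peptide control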
# ASAP1 GAP inh = inhibitors of human ASAP1 ArfGAP activity, primary screen, biochemical, fluorescence polarization; Arf-GAP with SH3 domain, ANK repeat and PH domain-containing protein 1 (Homo sapiens), …; ASAP1-stimulated ARF1 GTP hydrolysis, GDP FP detection; inhibition, % at 16.5 µM; 0.19% of 360,000 active; AID 624377, 2012; in the data active = inhibition above about 25%;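 also: 0% = vehicle with enzyme and substrate and 100% = no enzyme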
# Target sequence (Q9ULH1 325-724 limits assumed): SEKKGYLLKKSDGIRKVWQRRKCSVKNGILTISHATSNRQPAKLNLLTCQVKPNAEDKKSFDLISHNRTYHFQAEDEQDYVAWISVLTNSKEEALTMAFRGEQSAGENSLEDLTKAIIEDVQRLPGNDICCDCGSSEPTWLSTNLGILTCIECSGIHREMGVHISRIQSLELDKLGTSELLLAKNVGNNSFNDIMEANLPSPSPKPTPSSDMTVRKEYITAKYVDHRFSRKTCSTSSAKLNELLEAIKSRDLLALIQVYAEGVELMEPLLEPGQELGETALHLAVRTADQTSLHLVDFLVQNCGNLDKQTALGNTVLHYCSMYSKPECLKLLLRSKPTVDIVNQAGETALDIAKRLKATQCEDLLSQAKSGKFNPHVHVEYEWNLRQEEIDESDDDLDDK
# PLC-gamma1 inh = PLC-gamma1 enzyme inhibitors, primary screen, biochemical, fluorescence, purified enzyme; inhibition, % at 12.2 µM; 0.84% of 370,000 active; AID 720700, 2013; fluorogenic substrate; 1-phosphatidylinositol 4,5-bisphosphate phosphodiesterase gamma-1 (Homo sapiens), P19174; in the data active = inhibition above about 9.5%
# An asterisk follows results filed as active; · = not tested or not shown.
cpd	Molecule	SIAE primary	ARFGAP1 inhibitor	TDP2 inh	PLC-beta3 inh	ADAM17 inh
1	O=C(Nc1ccccn1)C(=O)N1CCCCC1	4	-2	-6	4	-1
2	C/C(CC(=O)Nc1ccccn1)=N\NC(=O)c1ccc(C)cc1	2	4	-2	-5	-21
3	CN(C)c1ccc(NC(=O)CSc2nnc(-c3cnccn3)n2C)cc1	-5	1	-12	-1	1
4	COC(=O)c1cc2c(c3c4cc(F)ccc4n(S(=O)(=O)c4ccc(C)cc4)c13)C(=O)N(Cc1ccc(C(F)(F)F)cc1)C2	-7	-2	2	0	-2
5	CCc1cccc2c(C(=O)COC(=O)C3=NNC(=O)CC3)c[nH]c12	0	-6	0	2	-1
6	COc1ccc(C(=O)Nc2ccc(C)cc2C(=O)c2ccccc2)cc1	-4	5	1	2	2
7	Cc1nc(N2CCN(C(=O)c3ccco3)CC2)nc2c1C(=O)CC(C)C2 (configuration not stated)	2	8	-10	-11	-4
8	CCN(CC(=O)NCc1ccc(F)cc1)CC(=O)Nc1ccc(Br)cc1F	1	12	2	1	-1
9	Cc1cn(CC(=O)c2ccccc2)c2ccccc12	2	-1	3	-8	-4
10	COc1cc([C@@H]2CC=C(C(=O)O)[C@H](c3ccccc3F)N2S(=O)(=O)c2ccc(C)cc2)cc(OC)c1OC	6	1	3	-4	-4
11	CN(c1ccccc1)S(=O)(=O)c1ccc(NC(=O)C2CCCCC2C(=O)O)cc1 (configuration not stated)	5	-1	-1	6	2
12	O=C(CCCCCNc1nc(=S)[nH]c2ccccc12)N1CCN(c2ccccn2)CC1	-5	-4	4	4	-1
13	CC(C)CC(Nc1ncnc2scc(-c3ccccc3)c12)C(=O)O (configuration not stated)	-6	-1	8	-3	-2
14	Cc1c(Cl)c([N+](=O)[O-])nn1CC(=O)N1CCCC1	-1	3	10	5	-2
15	COc1ccc(CN(C)C2CCN(C)CC2)cc1OC	-2	-11	-1	-2	-3

cpd	ADAM10 inh	Tn7 DDE FP	Tn6 DDE FP	ASAP1 GAP inh	PLC-gamma1 inh
1	-1	-3	4	-3	2
2	-76	-3	2	11	-2
3	10	5	0	-12	7
4	-4	6	6	-5	-2
5	13	5	1	-14	-2
6	-8	1	-9	7	5
7	6	-3	-1	-18	-3
8	10	-4	3	-3	0
9	-1	4	3	5	0
10	-5	-1	1	-2	-2
11	-1	-8	3	-5	7
12	-2	-10	3	11	1
13	-8	4	6	-15	-3
14	1	2	8	10	0
15	0	3	10	-6	2

# Continuation.
cpd	Molecule	SIAE primary	ARFGAP1 inhibitor	TDP2 inh	PLC-beta3 inh	ADAM17 inh
16	Cc1ccc(C(=O)N/C(=C\c2ccc(-c3cc(Cl)ccc3Cl)o2)C(=O)NCc2cccnc2)cc1	-20	1	-9	-34	-4
17	COc1ccc(NC(=O)CSc2nnc(CCC(=O)Nc3ccc(C)c(Cl)c3)n2C)cc1	-2	8	-6	-3	-3
18	CC(=O)c1ccc(NC(=S)Nc2cccc3cnccc23)cc1	4	-1	20	-75	-12
19	O=S(=O)(c1ccc(NC(=S)Nc2ccc(OC(F)F)cc2)cc1)N1CCOCC1	-9	3	1	-4	-3
20	C=CCn1c(SCC(=O)NCc2ccccc2)nnc1-c1ccccc1O	-3	3	2	4	3
21	COCCn1c(SCC(=O)c2[nH]c(C)c(C(C)=O)c2C)nc2ccccc21	-1	-12	1	-4	0
22	CCOc1ccc2[nH]c(=O)c(C(c3nnnn3Cc3ccco3)N3CCCC(C)C3)cc2c1 (configuration not stated)	2	0	-1	-58	-65
23	O=c1c2ccccc2cnn1-c1ccc(Cl)nn1	8	-2	-13	3	0
24	CSCCC(NS(=O)(=O)c1ccc(Cl)cc1)C(=O)OCc1c(Cl)cccc1Cl (configuration not stated)	-19	1	-4	1	5
25	Cc1csc(SCC(=O)NCc2cccc(Cl)c2)n1	-8	-10	6	-3	-2
26	CC12CCC(C(=O)Nc3nc4ccccc4s3)(OC1=O)C2(C)C (configuration not stated)	-5	4	-13	1	-1
27	Cc1ccc(NC(=O)CSc2nnc(N)s2)cc1S(=O)(=O)N1CCOCC1	3	8	13	-5	-3
28	O=C(O)CSCC(=O)N1CCN(S(=O)(=O)c2ccccc2)CC1	21*	6	6	-4	-3
29	COc1cc(C(=O)NCCOc2ccccc2)cc(OC)c1OC	-5	-4	-17	-5	-5
30	CSc1nnc(-c2cnccn2)n1CCCN1CCCC1=O	6	-1	-11	-2	-1

cpd	ADAM10 inh	Tn7 DDE FP	Tn6 DDE FP	ASAP1 GAP inh	PLC-gamma1 inh
16	-9	-8	-5	4	-25
17	2	-4	0	-5	0
18	-37	-2	-3	17	-65
19	-12	-2	6	-14	0
20	7	-5	-6	8	2
21	2	-4	-4	1	2
22	-203	5	-5	0	-51
23	-2	1	6	-9	-1
24	6	-12	0	0	0
25	-3	1	17*	4	-1
26	9	-1	-9	11	5
27	-6	-2	-6	5	-1
28	-4	-2	-5	4	0
29	-1	0	-14	2	-2
30	-2	-4	-4	-13	-2

# More entries
cpd	Molecule	SIAE primary	ARFGAP1 inhibitor	TDP2 inh	PLC-beta3 inh	ADAM17 inh
31	CCn1c(SCC(=O)NC2CCCC2)nc2c(c1=O)SCC2	5	4	-10	5	2
32	CCCc1ccc(Oc2c(-c3ccc(O)c(C)c3O)n[nH]c2C)cc1	11	8	-12	-1	9.0*
33	CC(C(=O)N1CCN(c2ccccc2)CC1)N1C(=O)C2CC=CCC2C1=O (configuration not stated)	-3	-5	2	3	-3
34	COC(=O)c1cccc(C(=O)N2CCC(CO)(CCc3ccccc3)CC2)c1	-3	7	5	-6	-2
35	COc1ccccc1NC(=S)N=Nc1c(O)[nH]c2ccc(Br)cc12	4	-2	1	-1	-7
36	CN(C)CCNC(=O)c1ccc(COCC(F)(F)F)cc1	-3	3	1	5	0
37	O=C(CCCn1c(SCC(=O)NCC2CCCO2)nc2ccccc2c1=O)NCC1CCCO1 (configuration not stated)	-6	-16	3	3	-4
38	CCCSc1cc(Cl)nc(N)n1	-2	12	5	-3	-1
39	Cc1ccccc1NC(=O)C1CCCN(C(=O)Nc2ccc(F)cc2)C1 (configuration not stated)	4	-7	2	-4	-2
40	CN1CCCCC(NC(=O)c2ccc(C#N)cc2)C1=O (configuration not stated)	-4	0	-3	3	-2
41	CCN1CCN(c2cc(C)c3cc(NC(=O)c4cc(OC)cc(OC)c4)ccc3n2)CC1	-3	5	-1	-29	-2
42	C=CCn1c(=NC(=O)C2COc3ccccc3O2)sc2cccc(OC)c21 (configuration not stated)	6	4	11	-9	-4
43	COc1cc(OC)c(C2=NOC(C(=O)N3CCc4ccccc4C3)C2)cc1Cl (configuration not stated)	-1	-6	-5	3	4
44	COc1cccc(C(=O)N/N=C(/CCC(=O)O)c2ccccc2)c1	0	0	3	1	2
45	CC(=O)Nc1ccc(S(=O)(=O)NNC(=O)c2cccc(Cl)c2)cc1	5	-3	4	1	5
46	COC(=O)C1=C(C)NC(=O)NC1c1ccc2c(c1)OCO2 (configuration not stated)	-5	-7	15	-3	-2
47	CSc1ccc(CN2CCC(C)(Oc3ccccc3F)C2)cc1 (configuration not stated)	1	23	0	0	-2
48	Cc1ccccc1N1CCN(S(=O)(=O)c2ccc3c(c2)oc(=O)n3C)CC1	8	·	-7	1	4

cpd	ADAM10 inh	Tn7 DDE FP	Tn6 DDE FP	ASAP1 GAP inh	PLC-gamma1 inh
31	4	-4	2	-2	1
32	5	0	1	-2	3
33	-3	-3	-4	1	1
34	4	-7	4	6	1
35	0	-2	-1	-1	2
36	13	0	5	2	1
37	-12	-1	6	-2	1
38	6	-7	-3	3	3
39	2	3	-1	8	1
40	-3	10	-3	0	-1
41	-3	5	-3	8	-18
42	-5	-2	6	-8	0
43	11	3	-2	2	-1
44	4	1	-1	-6	-1
45	1	-8	-1	5	4
46	3	-1	-10	-3	2
47	-5	4	1	-1	0
48	8	-5	-11	·	-2

# Ordered by SMILES length (ascending): part of the list above
cpd	Molecule	SIAE primary	ARFGAP1 inhibitor	TDP2 inh	PLC-beta3 inh	ADAM17 inh
47	CSc1ccc(CN2CCC(C)(Oc3ccccc3F)C2)cc1 (configuration not stated)	1	23	0	0	-2
31	CCn1c(SCC(=O)NC2CCCC2)nc2c(c1=O)SCC2	5	4	-10	5	2
46	COC(=O)C1=C(C)NC(=O)NC1c1ccc2c(c1)OCO2 (configuration not stated)	-5	-7	15	-3	-2
44	COc1cccc(C(=O)N/N=C(/CCC(=O)O)c2ccccc2)c1	0	0	3	1	2
35	COc1ccccc1NC(=S)N=Nc1c(O)[nH]c2ccc(Br)cc12	4	-2	1	-1	-7
32	CCCc1ccc(Oc2c(-c3ccc(O)c(C)c3O)n[nH]c2C)cc1	11	8	-12	-1	9.0*
45	CC(=O)Nc1ccc(S(=O)(=O)NNC(=O)c2cccc(Cl)c2)cc1	5	-3	4	1	5
34	COC(=O)c1cccc(C(=O)N2CCC(CO)(CCc3ccccc3)CC2)c1	-3	7	5	-6	-2
33	CC(C(=O)N1CCN(c2ccccc2)CC1)N1C(=O)C2CC=CCC2C1=O (configuration not stated)	-3	-5	2	3	-3

cpd	ADAM10 inh	Tn7 DDE FP	Tn6 DDE FP	ASAP1 GAP inh	PLC-gamma1 inh
47	-5	4	1	-1	0
31	4	-4	2	-2	1
46	3	-1	-10	-3	2
44	4	1	-1	-6	-1
35	0	-2	-1	-1	2
32	5	0	1	-2	3
45	1	-8	-1	5	4
34	4	-7	4	6	1
33	-3	-3	-4	1	1
